mcGAS inh: inhibitors of mouse cGAS | Q8C6L5 | recombinant cGAS, Kinase-Glo ATP depletion luminescence | inhibition, % at 12.5 µM | actives 0.15% (n = 160,000) | AID 1259399;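 further: 0% = negative control wells and 100% = reference inhibitor with no enzyme activity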
hcGAS lum: inhibitors of human cGAS. Q8N884. recombinant h-cGAS, ATP depletion, Kinase-Glo luminescence. inhibition, % at 12.5 µM. actives 0.081% (n = 290,000). AID 1259398;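 further: 0% = vehicle reaction and 100% = reaction without DNA for no activity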
Target sequence (Q8N884 whole entry, looked up): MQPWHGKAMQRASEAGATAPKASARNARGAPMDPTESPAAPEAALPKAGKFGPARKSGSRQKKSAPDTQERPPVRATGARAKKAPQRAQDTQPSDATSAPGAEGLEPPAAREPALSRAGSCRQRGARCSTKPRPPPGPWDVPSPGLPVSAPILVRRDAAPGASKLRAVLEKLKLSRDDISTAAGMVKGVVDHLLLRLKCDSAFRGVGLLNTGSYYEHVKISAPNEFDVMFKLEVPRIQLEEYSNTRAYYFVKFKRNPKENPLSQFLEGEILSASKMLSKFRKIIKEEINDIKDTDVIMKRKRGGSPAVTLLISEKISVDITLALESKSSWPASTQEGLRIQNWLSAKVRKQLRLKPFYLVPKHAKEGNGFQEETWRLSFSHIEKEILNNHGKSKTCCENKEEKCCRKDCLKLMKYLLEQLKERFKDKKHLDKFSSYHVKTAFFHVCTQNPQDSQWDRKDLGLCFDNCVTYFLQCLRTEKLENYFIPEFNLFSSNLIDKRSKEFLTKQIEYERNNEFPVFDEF
NPYLR7 ag: activates Aedes aegypti NPYLR7 receptor; HEK293T NPYLR7/Galpha15, GCaMP6s calcium fluorescence; activation, % at 10 µM; actives 0.15% (n = 270,000); in the data active means activation above about 40%;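 further: 0% = vehicle and 100% = reference agonist at the receptor; some compounds past the cut are filed as inactive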
Numbers without * were called inactive; . = not tested or not shown; & = joins results of further samples. Unless noted, no stated cut-off is given here; in the data, active means inhibition above about 40%; inactive means the rest.

SMILES	mcGAS inh	hcGAS lum	NPYLR7 ag
O=C(c1ccccc1Cl)N1CCCC(N2CCN(c3ccc(F)cc3)CC2)C1 (stereo unspecified)	.	-10	2
CC(=O)N1CCCc2cc(S(=O)(=O)Nc3cccc4ccccc34)ccc21	.	-1	-8
CCOC(=O)C1=C(NC(=S)NC(=O)c2ccccc2)c2ccccc2CC1(C)C	-9	-18	-1
COCc1cc(C)nc(OCC(=O)N/N=C\c2ccc(O)c(Br)c2)c1C#N	-2	-4	2
COC(=O)c1ccc(CSc2ncnc3c2nnn3-c2ccc(OC)cc2)o1	-6	-3	7
O=C1CCCc2occ(C(=O)N3CCc4c([nH]c5ccccc45)C3c3ccccc3F)c21 (stereo unspecified)	-9	-4&-8	7&26
O=C(CN(CCN1CCOCC1)C(=O)Nc1cccc(F)c1)N(Cc1ccc2c(c1)OCO2)Cc1ccco1	-5	-10	-3
CCOC(=O)C1CCN(C(=O)c2cccc(Nc3c(Oc4cccc(Cl)c4)cnn(-c4ccccc4)c3=O)c2)CC1	0	-1	-5
N#Cc1cc2cc(Cl)cc(Cl)c2oc1=O	34	32	189*
COCCn1c(SC(C)C(=O)N2CCCc3ccccc32)nc2cc(Cl)ccc2c1=O (stereo unspecified)	.	-6	1
CCOC(=O)N1CCN(C(=O)CSc2nnc(-c3ccc4c(c3)OCO4)n2-c2ccccc2)CC1	.	-8	1
CCC(C)NC(=O)CCN(Cc1ccccc1)c1nc(-c2cccc(Br)c2)nc2ccccc12 (stereo unspecified)	-6	-2	11
COC(=O)C1(NCc2ccncc2Cl)CCCCC1	.	-8	2
Fc1ccc(-c2noc3nc(NC4CC4)ccc23)cc1	-8	-7	4
COC(=O)[C@@H](C)NC(=O)[C@H]1CN(C(=O)Nc2ccccc2)CCN1S(=O)(=O)c1ccccc1	-8	-6	-7
Cc1c(S(=O)(=O)Nc2ccc(Oc3ccccc3)cc2)c(=O)n(C)c(=O)n1C	-5	-2	0
CC(C)Cn1nc(C(=O)O)c2c1CCC(NCc1cccc3[nH]ccc13)C2 (stereo unspecified)	-3	3	1
Oc1cc(Cl)ccc1-c1nc2ncccc2o1	-5	-1	-1
O=C(NC1CCN(c2c(F)cccc2F)C1)c1ccc[nH]1 (stereo unspecified)	-16	-11	4
COC(=O)C(O)C/C(CC1OCCO1)=N\O (stereo unspecified)	.	1	-4

A portion from further up:
SMILES	mcGAS inh	hcGAS lum	NPYLR7 ag
CCOC(=O)N1CCN(C(=O)CSc2nnc(-c3ccc4c(c3)OCO4)n2-c2ccccc2)CC1	.	-8	1
CCC(C)NC(=O)CCN(Cc1ccccc1)c1nc(-c2cccc(Br)c2)nc2ccccc12 (stereo unspecified)	-6	-2	11
COC(=O)C1(NCc2ccncc2Cl)CCCCC1	.	-8	2

(listing goes on)
SMILES	mcGAS inh	hcGAS lum	NPYLR7 ag
CCc1nc2ccc(C(=O)NCCN(C)C)cn2c1N(CC)CCOC	-4	-5	-3
CN(CCC#N)c1ccc(Cc2nc3ccccc3c(=O)n2Cc2ccc(Cl)cc2)cc1	-9	-7	0
CN(C)S(=O)(=O)c1ccc(SCC(=O)N2CCNC2=O)nc1	.	-9	1
O=C(CCCc1c[nH]c2ccccc12)Nc1ccc(N2CCOCC2)cc1	-7	-3	2
COc1ccccc1N1CCN(C(=O)c2cccnc2)CC1	.	-1	4
CCOC(=O)C1(CCc2ccccc2)CCCN(C(=O)c2ccc(COC)s2)C1 (stereo unspecified)	.	3	6
COc1ccc(CCc2n[nH]c(CC(C)C)n2)cc1OC	-13	-6	.
CCCS(=O)(=O)N1C[C@H](Nc2ncccn2)[C@@H](C(C)C)C1	-4	-2	.
CCc1cccc(NC(=O)N2CCC3(CC2)SCCN3C(=O)c2ccc(Cl)c(Cl)c2)c1	-5	-4	13
COc1ccc(-c2csc(-n3[nH]c(C)c(N=Nc4ccc(C(N)=O)cc4)c3=O)n2)cc1	-6&1	-4&0	-2&1
N#Cc1ccc(COc2ccc3[nH]c4ccccc4c(=O)c3c2)c(F)c1	.	1	19
CCCNC(=O)Cn1nc2c(c1NC(=O)/C=C\c1ccc3c(c1)OCO3)CSC2	-6	-2	-12
CCOC(=O)C1=C(C)N=c2s/c(=C\c3ccc(O)c(OC)c3)c(=O)n2C1c1ccc2c(c1)OCO2 (stereo unspecified)	-8	-9	10
N#Cc1ccccc1C=CC(=O)N1CCN(S(=O)(=O)c2ccccc2)CC1	.	-2	-8
CN(Cc1cc(-c2ccccc2)on1)C(=O)c1ccc(=O)n(C)c1	-14	-4	5
Cc1ccc(C(CNC(=O)Cc2c(C)nn(C(F)F)c2C)N2CCOCC2)s1 (stereo unspecified)	.	-6	12
CCc1cn[nH]c1C1CCCN(C(=O)CCn2c(=O)oc3ccc(C)cc32)C1 (stereo unspecified)	-22	-4	0
CC(=O)NC(CC(=O)N(C)Cc1ccccc1C)c1ccc(C)cc1 (stereo unspecified)	.	-6	11
O=c1cc(O)c2sc(SCCN3CCOCC3)nc2[nH]1	-6	-6	0
Cc1cc(=O)[nH]c(-n2nc(C)c(CCC(=O)Nc3nc4c(C)cccc4s3)c2C)n1	.	-9	11
COc1ccc(CN2CCN(Cc3ccsc3)CC2CCO)c(F)c1 (stereo unspecified)	.	-7	10
COC(CNC(=O)c1c(O)nc2cc(C)ccn2c1=O)OC	-6	-3	-2
CC(C)c1c(C#N)c(N)nc(SCC(=O)c2ccc(-c3ccccc3)cc2)c1C#N	-4	0	-2
CC1CCC2(CC1)NC(=O)N(CN1CCCC1c1cccs1)C2=O (stereo unspecified)	.	-5	2
Cc1ccc(C2(O)CCN(C(=O)C3CCCN(CC(N)=O)C3)CC2)nc1 (stereo unspecified)	.	-7	-1
CCCCN(Cc1ccc(OS(C)(=O)=O)cc1)C(=O)Nc1ccc(C)cc1	-5	-6	-4
Cc1onc(-c2c(F)cccc2Cl)c1C(=O)NC1CCCC1	.	-8	5
CCn1cc(C(CC(=O)NCCN2CCOCC2)c2ccc(C)cc2)c2ccccc21 (stereo unspecified)	-6	-4	.
Cc1ccccc1CN1C(=O)C(C)ON=C1c1ccccc1F (stereo unspecified)	.	0	-1
CCCCNC(=O)CCCCCNC(N)=O	.	-3	55*
N#CCCN(C(=O)COC(=O)c1n[nH]c(=O)c2ccccc12)c1cccc(Cl)c1	-6	-4	11
Cc1cc(C)n(-c2cc(C(F)(F)F)nc(-c3ccccc3)n2)n1	.	-6	-12
COc1cc(CNc2nccnc2-c2cccc(C=O)c2)cc(OC)c1	-3	-1	-7
O=C(NCCn1nc(-c2ccc(F)cc2)ccc1=O)c1ccccc1	-1	2	-7
CCOc1ccc2c(=O)c(Oc3ccc(C(=O)OC)cc3)c(C(F)(F)F)oc2c1	-7	-8	-7
COc1ccc(N2C3=[N+](CCCCC3)CC2(O)c2ccc(OC(F)F)cc2)cc1 (stereo unspecified)	.	-7	-7
O=C(Cc1cccs1)N1CC(=O)N2CCc3ccc(F)cc3C2C1 (stereo unspecified)	1	-3	-16
Cc1nn(C)c2nc(C(C)C)cc(C(=O)N(C)CCCC(=O)O)c12	.	-7	8
O=C(N/N=C\c1ccccc1)c1cc(C2CC2)[nH]n1	-8	-9	4
CCCCNC(=O)C1(C)CCN1C(=O)c1cncc(Br)c1 (stereo unspecified)	-7	-15	3
COc1ccc2c(c1)OC[C@@H]1CN(C)C(=O)CCN(C(=O)c3ccco3)[C@H]21	-6	-4	8
COCCN1C(=O)N(Cc2cccc3ccccc23)C(=O)C12CCN(Cc1ccsc1)CC2	-14	-3	2
COc1cc(OC)cc(C(=O)Nc2ccc(N3CCN(c4ccccc4OC)CC3)c(C(=O)NCc3ccc(F)cc3)c2)c1	-5	-15	-3
COc1cccc(CN2CCNC(=O)C2CC(=O)N2CCOc3ccccc3C2)c1OC (stereo unspecified)	-3	-1	-1
CCc1ccc(S(=O)(=O)NCc2ccco2)cc1	.	-5	1
CC(Sc1ncnc2sc3c(c12)CCCC3)C(N)=O (stereo unspecified)	.	0	-5
CCOc1ccc2cc(C(=O)Nc3ccc(C)cc3)c(=N)oc2c1	-4	-2	-1
CC(C)(C)c1ccc(NC(=O)CN2CCC(N3CCCC3)C2)cc1 (stereo unspecified)	.	-3	2
CC(C)CCNC(=O)c1cc(-c2ccccc2)nc2cc(C(C)(C)C)nn12	-10	-4	7
Cn1cc(CN2CCN(Cc3ccccc3)C(CCO)C2)c2ccccc21 (stereo unspecified)	-9	-9	1
CCCCCCCCCC(=O)N(CN1C(=O)c2ccccc2C1=O)c1cc(C)ccc1C	.	3	0
COc1ccc(OC)c(CNc2cc(C)nc(C)n2)c1	-6	-5	1
CN(C(=O)c1ccc(C#CC(C)(C)O)o1)C1Cc2ccccc2C1	.	-4	10
O=C(Cc1ccccc1)NC(NC(=S)Nc1ccccc1C(=O)O)C(Cl)(Cl)Cl (stereo unspecified)	.	-2	-14
Cc1nc(C)c(C(=O)N2CCCC3(CC2)CNC(=O)O3)s1 (stereo unspecified)	.	-9	0
COc1ccccc1OCC1CN(C(=O)CCc2c[nH]c3ccccc23)CCO1 (stereo unspecified)	-6	-5	6
COc1ccc2nc(-c3ccc(OC)c(NC(=O)NC4CCCCC4)c3)cn2n1	-7	-7	5
CC(C)N(C)C(=O)C1CSCN1S(=O)(=O)N(C)C(C)C1CC1 (stereo unspecified)	.	-9	-1
CC1CCN(C(=O)c2cc(NC(=O)c3ccc4ccccc4c3)c(=O)n(C)c2)CC1	-8	-4	-3
OC(Cc1ccccc1)CN(Cc1ccc(F)cc1)Cc1ccc2c(c1)OCO2 (stereo unspecified)	-9	-6	1
CN(C)C(=O)c1cncc(N2CCC3(CC2)CC(C(=O)O)N(C)C3)n1 (stereo unspecified)	-9	-4	8
Cc1ccc(Cn2c(CCNC(=O)c3ccco3)nc3ccccc32)cc1	-3	9	-4

Molecules above that have a Cl atom, in the order listed:
SMILES	mcGAS inh	hcGAS lum	NPYLR7 ag
O=C(c1ccccc1Cl)N1CCCC(N2CCN(c3ccc(F)cc3)CC2)C1 (stereo unspecified)	.	-10	2
CCOC(=O)C1CCN(C(=O)c2cccc(Nc3c(Oc4cccc(Cl)c4)cnn(-c4ccccc4)c3=O)c2)CC1	0	-1	-5
N#Cc1cc2cc(Cl)cc(Cl)c2oc1=O	34	32	189*
COCCn1c(SC(C)C(=O)N2CCCc3ccccc32)nc2cc(Cl)ccc2c1=O (stereo unspecified)	.	-6	1
COC(=O)C1(NCc2ccncc2Cl)CCCCC1	.	-8	2
Oc1cc(Cl)ccc1-c1nc2ncccc2o1	-5	-1	-1
CN(CCC#N)c1ccc(Cc2nc3ccccc3c(=O)n2Cc2ccc(Cl)cc2)cc1	-9	-7	0
CCc1cccc(NC(=O)N2CCC3(CC2)SCCN3C(=O)c2ccc(Cl)c(Cl)c2)c1	-5	-4	13
Cc1onc(-c2c(F)cccc2Cl)c1C(=O)NC1CCCC1	.	-8	5
N#CCCN(C(=O)COC(=O)c1n[nH]c(=O)c2ccccc12)c1cccc(Cl)c1	-6	-4	11
O=C(Cc1ccccc1)NC(NC(=S)Nc1ccccc1C(=O)O)C(Cl)(Cl)Cl (stereo unspecified)	.	-2	-14

Rows were taken by chance. About 0.29% of those tested had a hit in this group.
